# LEDGF integ inh = blocks HIV-1 LEDGF/p75-dependent DNA integration. TR-FRET IN-LEDGF/p75 DNA integration, Eu/Cy5. inhibition, % at 3.7 µM. 370,000 tested, 0.64% active;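 active means inhibition above the screen-wide mean plus 3 SD, cut at about 13% in these data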;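 further: signal is the Cy5 over europium emission ratio at 671 and 618 nm; 0% = plate median of compound wells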
# mABHD4 FP = ABHD4 (mouse) inhibition, primary FP screen; 370,000 tested, 0.54% active; inhibition, % at 8.92 µM; AID 720543; Q8VD66; purified mABHD4, FP-Rh probe fluorescence polarization;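 active means inhibition exceeding the mean over every tested compound plus 3 SD, cut at about 30% in these data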;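 further: 0% = plate median of compound wells and 100% = S159A mutant with DMSO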
#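 Assay system: mABHD4 protein; medium: HEPES pH 7.0, NaCl, Pluronic buffer; dosing: 8.92 µM, single dose; schedule: 45 min + 60 min at 25 °C; signal: FP readout, ex 525 nm / em 598 nm; read-out: normalized percent inhibition of probe labeling; repeats: single replicate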
# UHRF1 MBD2 ctr = blocks human UHRF1 binding to methylated DNA | Q96T88 | UHRF1 binding to methylated oligo, TR-FRET | inhibition, % at 4.4 µM | 370,000 tested, 0.75% active; in the data active means inhibition above about 21%;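 further: UHRF1 SRA domain binding a hemimethylated CpG hairpin DNA probe; 0% = median of test compound wells and 100% = reference inhibitor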
# TCR CD3 inh = human TCR-CD3 binding inhibition; TAMRA-labeled TCR probe fluorescence, biochemical; inhibition, % at 9.4 µM; 360,000 tested, 0.37% active; AID 651800; in the data active means inhibition above about 19%;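 further: recombinant mutant TCR 2C K166C tagged with TAMRA read by polarization; 0% = receptor in buffer alone and 100% = receptor with positive control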
# HTRA1 inh = HTRA1 (human) protease inhibition; Q92743; recombinant HTRA1, FP-rhodamine activity-based probe, fluorescence polarization; inhibition, % at 5.96 µM; 340,000 tested, 0.5% active; AID 504803; in the data active means inhibition above about 36%;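 further: 0% = enzyme with DMSO and 100% = wells lacking enzyme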
# Target sequence (Q92743 whole entry, looked up): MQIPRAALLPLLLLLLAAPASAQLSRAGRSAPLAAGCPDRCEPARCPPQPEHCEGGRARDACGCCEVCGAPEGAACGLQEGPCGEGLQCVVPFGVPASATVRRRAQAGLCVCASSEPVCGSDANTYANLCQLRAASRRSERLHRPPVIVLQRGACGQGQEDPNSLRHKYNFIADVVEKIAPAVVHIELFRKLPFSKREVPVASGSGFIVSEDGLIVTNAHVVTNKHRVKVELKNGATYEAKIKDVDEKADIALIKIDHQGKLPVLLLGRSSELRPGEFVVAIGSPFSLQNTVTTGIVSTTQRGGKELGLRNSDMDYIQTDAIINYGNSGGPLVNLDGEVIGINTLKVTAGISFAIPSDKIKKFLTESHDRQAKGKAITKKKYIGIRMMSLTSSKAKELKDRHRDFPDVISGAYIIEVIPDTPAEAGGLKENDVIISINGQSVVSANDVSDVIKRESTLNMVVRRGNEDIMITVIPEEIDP
# PRMT1 inh = PRMT1 (human) inhibition, primary screen; AID 652257; Q99873; recombinant PRMT1, activity-based probe fluorescence polarization; inhibition, % at 2.79 µM; 370,000 tested, 1.3% active;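 active means inhibition above about 21% made by adding two undisclosed values, limit read from the data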
# SIAE primary = human SIAE inhibition, primary screen. inhibition, % at 9.66 µM. 370,000 tested, 0.69% active. Q9HAT2. AID 1053197. SIAE FP-Rh probe binding, fluorescence polarization;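 active means inhibition above a cutoff: mean of compounds within the control limits plus 3 SD of those, cut at about 17% in these data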;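 further: 0% = plate median of compound wells and 100% = probe without SIAE protein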
# Target sequence (Q9HAT2 whole entry, looked up): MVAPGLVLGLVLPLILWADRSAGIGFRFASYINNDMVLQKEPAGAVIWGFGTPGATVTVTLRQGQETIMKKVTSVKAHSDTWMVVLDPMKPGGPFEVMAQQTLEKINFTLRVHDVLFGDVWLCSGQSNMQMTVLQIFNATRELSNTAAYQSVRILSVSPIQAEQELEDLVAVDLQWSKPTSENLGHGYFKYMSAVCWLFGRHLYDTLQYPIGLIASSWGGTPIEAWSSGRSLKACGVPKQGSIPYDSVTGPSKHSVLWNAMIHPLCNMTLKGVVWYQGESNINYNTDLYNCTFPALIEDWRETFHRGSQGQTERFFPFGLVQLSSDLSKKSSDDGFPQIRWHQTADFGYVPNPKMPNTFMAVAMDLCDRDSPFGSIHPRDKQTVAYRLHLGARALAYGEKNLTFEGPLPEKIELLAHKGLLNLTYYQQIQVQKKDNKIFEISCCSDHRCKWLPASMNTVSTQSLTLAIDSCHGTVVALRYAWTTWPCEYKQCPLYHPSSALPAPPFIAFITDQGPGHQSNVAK
# Tn7 DDE FP = inhibitors of Tn7 peptide binding to human fibrin DD(E); 370,000 tested, 0.13% active; P02675; FP displacement of FITC-Tn7 peptide from fibrin DD(E); 0% = median of compound wells per plate; inhibition, % at 8.3 µM; AID 720508;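 active means inhibition above the mean of compounds falling within the control limits plus 3 SD of them, cut at about 14% in these data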;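 further: 0% = plate median of compound wells and 100% = 10 µM Aha-Tn7 peptide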
#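 assay system = human clot-derived fibrin DD(E) complex | quantity = Fibrin-DD(E) at 2 µM final | timing = 10 min preincubation, 3 h with tracer, room temperature | signal = fluorescence polarization | measure = percent inhibition | benchmarks = high control wells with 10 µM unlabelled Aha-Tn7 peptide (full inhibition) | replicates = singlicate testing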
# PG9 binder = binds the HIV-1 gp120 antibody PG9. inhibition, % at 6.7 µM. TR-FRET gp120-PG9 antibody binding. 360,000 tested, 0.43% active. AID 624416; in the data active means inhibition above about 8.5%
# TDP2 inh = TDP2 (human) inhibition, absorbance primary screen; inhibition, % at 12.8 µM; O95551; recombinant TDP2, T5PNP hydrolysis, p-nitrophenol absorbance 415 nm; AID 720702; 370,000 tested, 0.34% active;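 active means inhibition above the mean of all tested compounds plus 3 SD, set per campaign, cut at about 25% in these data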;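 further: 0% = DMSO with enzyme and 100% = buffer with substrate but no TDP2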
#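 Assay system: Recombinant human TDP2 | Quantity: 120 nM TDP2 per well | Incubation: 2 h at 37 °C | Signal: Epi absorbance | Evaluation: Percent inhibition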
# Active calls of the source: *; x = no result given.
SMILES,LEDGF integ inh,mABHD4 FP,UHRF1 MBD2 ctr,TCR CD3 inh,HTRA1 inh,PRMT1 inh,SIAE primary,Tn7 DDE FP,PG9 binder,TDP2 inh
Cc1ccc(-n2c(SCC(=O)Nc3cccc(C)c3)nc3c(oc4ccccc43)c2=O)cc1,-3,-2,0,2,x,-4,-3,3,-1.2,-3
O=C(O)c1cc(NC(=S)NC(=O)C(c2ccccc2)c2ccccc2)ccc1Cl,4,18,2,-3,-11,-4,-2,0,-1.3,-11
CCN(CC)S(=O)(=O)c1cccc(-c2nnc(C(=O)c3ccc(C(F)(F)F)cc3)o2)c1,3,-1,-2,7,-6,-2,1,5,0.1,0
CCOc1cccc(OCCOCCNC(C)(C)C)c1,8,18,3,0,0,-2,-6,-2,0.0,16
Cc1c(NC(=O)c2cccc(NC(=O)COc3ccccc3C#N)c2)c(=O)n(-c2ccccc2)n1C,-3,-2,-3,5,-2,-2,0,-1,-2.4,3
COc1ccc(COC(=O)N/N=C/c2cccs2)cc1,4,0,-4,-2,4,-1,-6,0,-2.4,-11
O=S(=O)(NCC1CN(S(=O)(=O)c2c(F)cccc2F)C1)c1ccc2c(c1)OCCO2,0,-7,-3,3,-1,-1,-2,-1,0.5,8
O=C(Cn1cnc2ccccc2c1=O)NCc1cccs1,0,5,0,2,2,0,-2,-6,0.4,-4
C=C(C)/C=C1/CN(Cc2ccc3c(c2)OCO3)C(=N)N1C(=O)OCc1ccccc1,-3,-6,1,x,x,6,7,2,x,-5
CC(C)OCC(O)CN1CCN(CCN2C(=O)c3cccc4cccc(c34)C2=O)CC1 (centres undefined),-1,3,2,8,-1,2,1,5,-1.0,2
CCN(CC)CCCn1c2c(c(SCC(=O)Nc3cccc4ccccc34)nc1=O)CCC2,2,4,-6,8,36,-11,-3,-9,-1.1,-1
CCc1ccc2nc(NC(=O)Cn3cnc4ccccc4c3=O)sc2c1,-6,3,4,-3,-2,5,-13,1,2.7,-6
COc1ccc(NC2c3ccccc3C(=O)N2Cc2ccc3c(c2)OCO3)cc1 (centres undefined),-5,-2,4,8,-5,-3,7,-6,0.9,-3
COc1ccc(NCCC(O)c2ccc(Cl)cc2)cc1 (centres undefined),-2,7,-3,1,0,7,5,4,-0.9,6
CCN(C(=O)CN1CCN(c2ccc(OC)cc2)CC1)c1c(N)n(Cc2ccccc2)c(=O)[nH]c1=O,12,1,-2,4,3,0,0,3,-2.1,-4
COc1ccccc1OCCCn1c(=O)oc2ccccc21,-3,-5,1,2,-4,0,1,0,0.1,3
Cc1ccc(-n2nc(C)c(=O)c(-c3ccccc3)c2NC(=O)C(C)C)cc1,4,-2,5,-6,x,1,0,-1,-0.5,1
Cc1c(C(=O)c2no[n+]([O-])c2C(=O)c2cnn(C)c2C)cnn1C,0,3,-3,-1,8,18,0,-12,-0.3,0
CCOC(=O)c1sc2nc(C)nc(NCc3ccccc3OC)c2c1C,4,-7,5,-6,-6,-5,-3,-4,-0.3,9
Cc1cc(C(=O)OCC(=O)N(C)c2c(N)n(Cc3ccccc3)c(=O)[nH]c2=O)c(C)n1-c1ccccc1,2,3,-2,2,-3,2,5,5,0.5,3
CC(C)NS(=O)(=O)c1ccc(OCC(N)=O)c(Cl)c1,0,0,0,6,8,1,-7,4,0.8,7
Cc1cc(C)n(CCCNC(=O)CCNS(=O)(=O)c2ccccc2C(F)(F)F)n1,1,-7,24*,11,-2,3,-3,2,0.5,-2
COc1cc(-c2nnc(CSc3nnc(Nc4ccc(Oc5ccccc5)cc4)s3)o2)cc(OC)c1OC,5,-20,-1,1,-35,1,19*,1,-0.2,7
CN(C)C(=O)CSc1nc2ccc(N3C(=O)c4ccccc4C3=O)cc2s1,-2,4,1,-5,7,2,-6,3,0.4,11
S=C(Nc1ccc(Oc2ccccc2)cc1)NC1CCCC1,0,-7,-1,8,-5,-2,0,-6,-1.5,7
# Next section.
SMILES,LEDGF integ inh,mABHD4 FP,UHRF1 MBD2 ctr,TCR CD3 inh,HTRA1 inh,PRMT1 inh,SIAE primary,Tn7 DDE FP,PG9 binder,TDP2 inh
COc1ccc(-c2nnc(SCC(=O)Nc3sc4c(c3C#N)CCC4)n2CC2CCCO2)cc1 (centres undefined),3,-3,1,-2,-14,4,-1,3,0.6,3
COn1c(C)c(C(C)=O)c2c3no[n+]([O-])c3ccc21,4,2,3,0,2,0,0,-1,-1.8,17
CN(C)Cc1c(C(=O)N/N=C/C2CC=CCC2)nnn1-c1nonc1N (centres undefined),4,1,1,2,7,-2,0,-5,-1.3,-5
COc1ccc(CC(=O)N(C)Cc2cccc(F)c2)cc1S(=O)(=O)N1CCOCC1,4,1,-3,4,1,-6,-1,2,-0.4,1
CC(c1ccncc1)C(C)c1ccncc1 (centres undefined),-4,5,-3,8,-6,1,-6,1,0.8,-3
CCCCC#Cc1cncc(C(=O)N/N=C/c2ccccc2)c1,0,-1,0,-8,-21,6,-7,4,-0.5,-9
Cc1cccc(C)c1NC(=O)C1C2C=CC(C2)C1C(=O)NCc1ccccn1 (centres undefined),0,3,3,-4,9,-3,2,6,0.8,-1
CS(=O)(=O)N(CC(=O)NC1CCCC1)Cc1ccc(Cl)cc1,-1,1,-1,2,4,-3,2,0,0.5,2
COc1ccc(Br)cc1CNC(=O)CCN1C(=O)COc2ccccc21,0,5,4,-5,-2,1,4,8,-0.1,1
CC(NC(=O)COC(=O)c1ccccc1Nc1ccccc1)c1ccccc1 (centres undefined),-4,-14,1,1,5,3,-3,-1,0.5,9
Cc1cc2nc[nH]c2cc1[N+](=O)[O-],0,3,-2,-1,-1,-1,8,-3,-1.7,-9
CCCCOC(=O)c1ccc(NC(=O)CSC2=Nc3ccccc3C3CC=NN23)cc1 (centres undefined),-4,-5,-2,2,3,14,-31,8,0.1,-9
O=C(Nc1cccnc1)c1cccc(S(=O)(=O)N2CCOCC2)c1,3,1,2,7,-1,-1,2,-5,-3.0,9
COc1ccc(Cl)cc1NC(=O)CNCC(c1ccccc1)N(C)C (centres undefined),-6,18,1,-6,-2,4,-3,0,1.2,-7
O=C(NCCCN1CCOCC1)c1ccccc1NS(=O)(=O)c1ccc(F)cc1,-7,3,-1,2,3,1,4,5,0.9,5
COc1ccccc1NS(=O)(=O)c1cccc(NC(=O)NC2CCCCC2)c1,0,0,0,8,-17,-2,5,-6,-2.5,6
O=C(CN1C(=O)NC2(CCCC2)C1=O)Nc1cccc(Cl)c1,1,-6,7,-3,-1,7,4,0,1.9,-1
FC(F)(F)c1cccc(-c2ccc(/C=N/Nc3nncc(-c4ccccc4)n3)o2)c1,-1,2,-2,2,4,-3,-1,-5,-0.5,2
CCOc1ccc(-c2nc(CSCC(=O)NCc3ccco3)c(C)o2)cc1,1,1,1,-2,-4,-3,6,8,0.7,-1
C=C1CN(CC(=O)OC)S(=O)(=O)c2ccccc21,1,-1,-1,7,-6,2,1,-1,0.3,6
COC(=O)CCCC[C@@H]1SC[C@@H](NC(=O)OC)[C@@H]1NC(=O)OC,0,-1,3,0,-1,2,-2,2,3.1,-6
N#Cc1nc(Cc2cccc3ccccc23)oc1N1CCC(C(N)=O)CC1,1,6,2,-3,3,-1,5,-1,1.5,0
CCOc1ccc(C(=O)NCC(=O)NCCCn2nc(C)cc2C)cc1OCC,-4,-12,0,-4,0,4,-8,-2,-0.1,-16
CC(=O)c1cccc(S(=O)(=O)N2CCCC(c3nc4c(nnn4Cc4cccc(Cl)c4)c(=O)[nH]3)C2)c1 (centres undefined),1,-7,2,-2,-55,1,-18,-2,-0.9,3
COc1ccc(C(O)P(=O)(OCC(C)C)OCC(C)C)c(OC)c1 (centres undefined),-1,1,2,11,4,-4,-2,4,0.3,-2

# Arranged by the number under SIAE primary (largest number first): some entries from above
Molecule	SIAE primary
O=C(CN1C(=O)NC2(CCCC2)C1=O)Nc1cccc(Cl)c1	4
COc1ccc(CC(=O)N(C)Cc2cccc(F)c2)cc1S(=O)(=O)N1CCOCC1	-1
CC(c1ccncc1)C(C)c1ccncc1 (centres undefined)	-6

# (more compounds)
SMILES,LEDGF integ inh,mABHD4 FP,UHRF1 MBD2 ctr,TCR CD3 inh,HTRA1 inh,PRMT1 inh,SIAE primary,Tn7 DDE FP,PG9 binder,TDP2 inh
COc1ccccc1N1CCN(C(=O)CSc2nnc3c4ccccc4n(CC(=O)O)c3n2)CC1,0,4,2,0,4,0,-10,6,0.0,0
C/C(=N\O)C1CC(CC(=O)O)C1(C)C (centres undefined),2,2,0,5,-1,-1,0,5,-2.1,-5
CC(=O)N1c2c(ccc3ccccc23)C(C)CC12CCCCC2 (centres undefined),1,-2,5,-2,-19,-2,-6,-7,1.2,-5
COc1ccc(O)c(C2=Nc3ccccc3N=C(c3ccco3)C2)c1,2,2,-2,3,0,1,1,3,0.5,6
O=C(CN1C(=O)COc2ccccc21)NC1CCCC1,-1,8,-1,1,7,5,8,-6,0.7,-2
N#CC1=C(SCC(=O)NCc2ccccc2)NC(=O)CC1c1ccco1 (centres undefined),3,-8,-4,5,0,12,-3,3,-1.9,-22
Cc1ccc(N2C(=O)c3cccc4c(C(=O)O)ccc(c34)C2=O)cc1,-1,-1,2,-2,x,2,-4,3,-0.8,0
CC(=O)c1c[nH]c(C(=O)NCc2ccccc2Cl)c1,6,-4,-2,1,3,-1,6,2,-0.1,15
COc1cc(C2C(C#N)=C(N)Oc3cc4c(cc32)OCO4)cc(OC)c1OC (centres undefined),2,2,-4,2,4,-2,8,-9,0.8,7
COc1ccc(C2C(C#N)=C(N)Oc3n[nH]c(C)c32)cc1Cn1cc([N+](=O)[O-])cn1 (centres undefined),2,-1,-10,7,1,-1,4,-5,0.1,3
COc1c(S(=O)(=O)Nc2cccnc2)ccc(Cl)c1Cl,0,-2,0,-6,3,6,-3,5,0.5,5
CCc1c(C)nc2ncnn2c1Nc1ccc(C)cc1,-3,7,4,-9,1,7,5,8,-1.4,7
CCOC1=C2CN(S(=O)(=O)c3ccc(C)cc3)[C@H](c3ccccc3)C[C@H]2n2c(=O)n(-c3ccccc3)c(=O)n2C1,6,5,-3,8,x,-6,-4,2,-0.9,8
CCOC(=O)c1cccc(NC(=O)c2ccc3c(c2)OCO3)c1,-3,-2,1,-8,-8,3,-3,-4,-1.7,-1

# Reprinted at random: two compounds from above.
SMILES,LEDGF integ inh,mABHD4 FP,UHRF1 MBD2 ctr,TCR CD3 inh,HTRA1 inh,PRMT1 inh,SIAE primary,Tn7 DDE FP,PG9 binder,TDP2 inh
CCCCC#Cc1cncc(C(=O)N/N=C/c2ccccc2)c1,0,-1,0,-8,-21,6,-7,4,-0.5,-9
O=C(Cn1cnc2ccccc2c1=O)NCc1cccs1,0,5,0,2,2,0,-2,-6,0.4,-4
